Assay outcomes from PubChem BioAssay.
EP2 antag = EP2 receptor (human) inhibition | P43116 | C6 glioma cells expressing human EP2, cAMP TR-FRET; cells stimulated with saturating PGE2 | inhibition, % at 25 µM | 260,000 compounds, 0.52% hits | AID 1422;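 active = percent inhibition above 40 after rounding to a whole number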;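 also: rat C6 glioma host cells with rolipram phosphodiesterase inhibitor present; the protocol text gives 20 µM as final concentration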
Target sequence (P43116 whole entry, looked up): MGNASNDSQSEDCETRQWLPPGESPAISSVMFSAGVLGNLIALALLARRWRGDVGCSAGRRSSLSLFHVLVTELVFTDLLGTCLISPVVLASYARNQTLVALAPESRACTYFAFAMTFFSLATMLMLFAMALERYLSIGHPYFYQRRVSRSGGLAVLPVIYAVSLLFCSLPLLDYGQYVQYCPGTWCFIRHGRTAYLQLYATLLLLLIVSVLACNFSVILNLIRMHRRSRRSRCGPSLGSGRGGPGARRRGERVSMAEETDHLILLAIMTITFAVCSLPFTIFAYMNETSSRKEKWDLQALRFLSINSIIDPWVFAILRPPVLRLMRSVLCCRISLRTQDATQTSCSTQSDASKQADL
Ba/F3 V617F tox = loss of viability in JAK2V617F-driven Ba/F3 cells. Ba/F3 EpoR-JAK2V617F viability, ATP luminescence. inhibition, % at 5.6 µM. 220,000 compounds, 1.1% hits;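 active = inhibition above the campaign mean plus 3 SD over all tested compounds, cut at about 24% in these data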;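 also: cytokine-independent growth of Ba/F3 cells driven by EpoR plus mutant JAK2; 0% = DMSO-treated cells and 100% = JAK inhibitor I control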
TbHK1 inh = blocks Trypanosoma brucei hexokinase 1 activity. recombinant TbHK1, G6PDH-coupled NADH A340. inhibition, % at 10 µM. 220,000 compounds, 0.11% hits. AID 1430;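 active = inhibition of 50% or more in the single-dose primary screen; inactive = inhibition below 50%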
PPC-1+TRAIL kill = kills PPC-1 cancer cells in the presence of TRAIL; 220,000 compounds, 0.41% hits; PPC-1 cells + TRAIL, ATPLite viability luminescence; cell killing (% activity), % at 4 µM;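 active = cell killing above 50% in the first pass at 4 µM, then a duplicate retest at 5 µM averaging 50% or more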;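 also: plate controls were cells with TRAIL plus DMSO for no effect and medium-only wells lacking cells for full effect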
NCF1 inh = inhibitors of human p47phox binding; 220,000 compounds, 0.53% hits; inhibition, % at 24.7 µM; p47phox/p22phox peptide binding, fluorescence polarization, 2 h; AID 1274;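 active = inhibition above about 30%, limit read from the data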;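 also: 0% = p47phox with labelled peptide and 100% = labelled peptide alone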
Target sequence (P14598 whole entry, looked up): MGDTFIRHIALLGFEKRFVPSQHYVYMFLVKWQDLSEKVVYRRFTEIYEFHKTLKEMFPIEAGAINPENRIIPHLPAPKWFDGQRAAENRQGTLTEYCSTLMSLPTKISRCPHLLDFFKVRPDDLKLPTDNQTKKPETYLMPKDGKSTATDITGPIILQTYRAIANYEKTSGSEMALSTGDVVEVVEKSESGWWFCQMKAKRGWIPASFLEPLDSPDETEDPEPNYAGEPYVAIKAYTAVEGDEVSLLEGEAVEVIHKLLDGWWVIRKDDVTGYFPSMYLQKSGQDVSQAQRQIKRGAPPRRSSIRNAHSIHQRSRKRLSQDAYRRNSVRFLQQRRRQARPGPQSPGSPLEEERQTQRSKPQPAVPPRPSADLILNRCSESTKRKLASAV
BaF3 tox = parental Ba/F3 viability inhibition as JAK2V617F counter-screen; CellTiter-Glo ATP luminescence; inhibition, % at 5.6 µM; 220,000 compounds, 1.1% hits;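 active = inhibition above a per-campaign cutoff, the mean inhibition of all tested compounds plus 3 SD, cut at about 27% in these data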;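 also: 0% = DMSO wells and 100% = JAK Inhibitor I control wells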
RBBP9 inh = blocks human serine hydrolase RBBP9; inhibition, % at 7.94 µM; 220,000 compounds, 0.2% hits; O75884; recombinant RBBP9, FP-Rh probe fluorescence polarization; AID 1515;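 active = inhibition above the campaign mean of all tested compounds plus 3 SD, cut at about 14% in these data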;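 also: plate controls were DMSO wells with RBBP9 for no effect and wells lacking RBBP9 protein for full effect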
Target sequence (O75884 whole entry, looked up): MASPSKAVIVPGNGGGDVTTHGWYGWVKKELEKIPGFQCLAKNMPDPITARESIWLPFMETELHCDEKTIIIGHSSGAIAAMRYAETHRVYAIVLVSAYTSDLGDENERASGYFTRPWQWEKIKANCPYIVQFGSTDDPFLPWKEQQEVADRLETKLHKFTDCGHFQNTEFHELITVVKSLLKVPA
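System: RBBP9 protein / Buffer or medium: Tris/NaCl buffer pH 8.0 with 0.1% Pluronic / Probe or stimulus: Serine-hydrolase probe FP-Rh, 375 nM pre-mixing / Dosing: 7.94 µM single dose, 0.794% DMSO / Times: enzyme-compound preincubation 30 min, then probe labeling 45 min, 25 °C / Technique: fluorescence polarization (mP), excitation 525 nm, emission 598 nm / Replication: singlicate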
Furin inhibitor = blocks human furin protease activity. 220,000 compounds, 0.061% hits. purified furin, fluorogenic substrate cleavage. inhibition, % at 30 µM; in the data active = inhibition above about 25%; also: inactives centre near -15
p97 inhibitor = human p97 ATPase inhibition; P55072; recombinant p97 ATPase, Kinase-Glo ATP luminescence, 3 h; inhibition, % at 8 µM; 220,000 compounds, 0.42% hits; AID 1481; in the data active = inhibition above about 15%;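 also: 0% = DMSO vehicle and 100% = wells lacking enzyme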
* marks the source's active call; other numbers are inactive results; nt = not tested or not shown; & = joins results of further samples; [ ] = another dose, or the depositor's remark.

Sequence of screens – RBBP9 inh	Ba/F3 V617F tox	Furin inhibitor	NCF1 inh	EP2 antag	BaF3 tox	p97 inhibitor	PPC-1+TRAIL kill	TbHK1 inh
O=C(CN=C1NS(=O)(=O)c2ccccc21)OCC(=O)c1ccccc1
→ 4	-6	-11	-7	11	5	5	-5	-1
O=C1CC(N2CCN(c3ccc(F)cc3)CC2)C(=O)N1c1ccccc1 (stereo unspecified)
→ -15	1	-19	-8	7	7	-1	-19	-10
CC(CCc1ccco1)NC(=O)Nc1cccc(F)c1 (stereo unspecified)
→ 2	-3	-21	-22	2&15	2	4	-12	3
CCOC(=O)c1cc2c(nc1NC(=S)Nc1ccccc1)CC(C)(CC)OC2 (stereo unspecified)
→ -1	6	-10	-10	3	9	-7	4	-10
COc1ccccc1NC(=O)c1cc2ccccc2nc1C
→ -3	0	-18	-4	6	1	2	-9	-3
O=C(NC(Cc1ccccc1)C(=O)O)/C(=C/c1ccccc1)NC(=O)c1cccc(Br)c1 (stereo unspecified)
→ -2	0	-40	5	3	8	-2	-2	-1
CCOC(=O)c1[nH]c2cc(OC)c(OC)cc2c1NC(=O)C(C)N1CCN(Cc2ccccc2)CC1 (stereo unspecified)
→ -2	15	-22[20 µM]	-7	21	7	-4	-3	-29
COc1cc(NC(=O)C23CC4CC(C2)CC(n2cnc([N+](=O)[O-])n2)(C4)C3)cc(OC)c1
→ -5	-5	-17	7	5	3	6	15	3
C[C@@H]1CN(CCCn2c3ccccc3c3ccccc32)C[C@H](C)N1
→ -4	-2	nt	-32	14	1	3	6	nt
CCNC(=O)CSc1nnc(-c2cccc(S(=O)(=O)N(CC)CC)c2)n1CCc1ccccc1
→ 3	-1	-14[20 µM]	-2	2	2	0	10	-3
O=C(Cc1ccc(Cl)cc1)Nc1ccc(SC(F)F)cc1
→ -7	0	-10	-14	7	7	1	28	6
COC(=O)c1[nH]c2cc(OC)ccc2c1NC(=O)c1ccc2c(c1)OCO2
→ -1	-6	-21	3	6	2	3	15	-2
COCCNC(=O)CCc1nnc(Cc2ccc(-c3ccccc3)cc2)o1
→ -2	-1	-12	5	2	-2	-5	13	-2
O=C(CSc1nnc(NC(=O)C2CCC2)s1)Nc1ccc(N2CCOCC2)cc1
→ 3	-1	-6	-9	0	-2	1	-3	0
CC(C)COP(=O)(c1ccc(N(C)C)cc1)C(O)c1ccncc1 (stereo unspecified)
→ -4	2	-14	-14	13	1	3	5	3
COc1ccc2c(c1)OC1(C)CC2C(C(=O)c2ccccc2OC)C(=O)N1 (stereo unspecified)
→ -7	-2	-8	-3	5	3	-3	0	-5
c1ccc(-c2csc3nnc(SCc4ccc5c(c4)OCO5)n23)cc1
→ -5	3	-7	2	8	4	-5	11	3
CC1(C)S[C@@H]2[C@H](NC(=O)[C@H](N)c3ccc(O)cc3)C(=O)N2[C@H]1C(=O)O
→ -6	1	-9	-6	17	6	2	22	8
COc1cccc(/C=N/NC(=O)c2c(C)nc3ccc(Br)cn23)c1
→ -7	1	-26	0	11	5	4	12	-27
CN1CCC(N2CCCC(C(=O)O)C2)CC1 (stereo unspecified)
→ 3	-1	-18[20 µM]	-5	5	5	-2	18	-9
Cc1ccc(S(=O)(=O)N/N=C/c2cc(Br)ccc2O)cc1
→ 3	-2	-2	-7	6	-3	6	17	-28
COc1ccc(C(=O)N/C(=C\c2cn(C)c3ccccc23)C(=O)OCC(C)C)cc1
→ -1	0	-10	-5	12	6	1	22	-4
C=CCn1c(SCC(=O)Nc2ccccc2C)nc2sc(C)c(C)c2c1=O
→ -7	-1	-17[20 µM]	-19	22&20	3	-2	27	-3
NC(=O)CSc1nnc(Cn2c(=O)sc3ccccc32)n1-c1ccccc1
→ -8	-5	-18	5	6	3	1	24	-6
Cc1cc(C)n(C(=O)CCCC(=O)n2nc(C)cc2C)n1
→ 3	-6	-20	-4	6	-1	8	12	0
N=C1C(c2ccccc2)=C(O)CN1NC(=O)c1ccccc1
→ 3	3	-16	5	13	5	9	16	0
COc1ccc2c(CCNC(=O)c3ccco3)c[nH]c2c1
→ -11	2	-8	-1	nt	2	-2	13	-1
CC(NC(=O)c1cccs1)C(=O)NC1=NCCS1 (stereo unspecified)
→ 3	-6	-22[20 µM]	-10	3	0	8	-5	0
Cc1ccc(N(C(=O)c2sc(C)nc2C)C(C(=O)NCc2ccco2)c2ccccc2)cc1 (stereo unspecified)
→ -8	0	-15[20 µM]	-8	16	5	-7	1	-5
Cc1ccc(CNC(=O)c2cn(C)c(=O)c3c2c2ccccc2n3C)o1
→ -3	-4	-21[20 µM]	-63	6	-1	3	-16	-23
C/C=N/NC(=O)c1cc(Br)ccc1O
→ -1	-3	-16	-10	8	7	4	3	-6
Cc1cccc(-c2nnc(-c3cccc(NC(=O)Cc4cccs4)c3)o2)c1
→ -14	-1	-18[20 µM]	-18	12	1	2	22	-5
CN(CC1CCCO1)S(=O)(=O)c1ccc(C(=O)Nc2nc3cc4c(cc3s2)OCO4)cc1 (stereo unspecified)
→ -9	1	-9	nt	nt	8	-7	nt	-30
O=C(CN1CCCCC1)Nc1ccc(S(=O)(=O)N2CCOCC2)cc1
→ -2	0	-4[20 µM]	-6	7	4	-2	2	-3
O=[N+]([O-])c1cccc(S(=O)(=O)c2ccc(NCCO)c([N+](=O)[O-])c2)c1
→ 0	3	-32	nt	3	11	0	15	-13
COc1cccc(NC(=O)C2CCCN(S(=O)(=O)c3cccc4nonc34)C2)c1 (stereo unspecified)
→ -3	2	-25	-17	2	10	5	-2	-5
Cc1c(N=Cc2ccc(Br)s2)cccc1[N+](=O)[O-]
→ 0	1	-9[20 µM]	-22	5	0	-1	12	-4
O=C(COC(=O)c1cc2ccccc2cc1O)Nc1cccnc1Cl
→ 0	-1	-9	-20	7	0	6	14	25
COc1ccccc1N1CCN(CC(=O)N(CC(C)C)c2c(N)n(CC(C)C)c(=O)[nH]c2=O)CC1
→ -1	2	-16	4	3	6	2	7	-3
COc1ccc(N(CC(=O)NCCC2=CCCCC2)S(=O)(=O)c2ccc(C)cc2)cc1
→ -3	2	-17	-2	13	5	1	24	-2
Cc1ccccc1-n1c(C)cc(/C=N/Nc2ccc([N+](=O)[O-])cn2)c1C
→ 0	0	-25[20 µM]	1	14	1	2	-12	-17
CC(=O)Cn1nnc(-c2ccc(C(F)(F)F)cc2)n1
→ -15	1	-5	-9	13	3	-4	4	8
CCOC(=O)c1c(C)[nH]c(C)c1C(=O)COC(=O)CNC(=O)C1CCCCC1
→ 1	-3	-29	-6	5	4	7	0	-7
CC(C)NC(=O)c1ccccc1NC(=O)CCS(=O)(=O)Cc1ccccc1
→ 2	0	-27[20 µM]	-13	5	6	0	12	-11
O=C(Cc1cccc2ccccc12)N/N=C/c1ccc(F)cc1
→ -10	-4	-18[20 µM]	-3	9	-3	2	-7	-8
CCS(=O)(=O)NCCc1csc(C)n1
→ -9	1	-24	-10	0	2	1	14	-3
CCC(=O)N1c2ccccc2NC2=C(C(=O)CCC2)C1c1ccco1 (stereo unspecified)
→ 3	-3	-28	4	20	0	6	-8	-21
c1ccc2c(c1)CCCn1nnnc1-2
→ -2	-3	4	-6	5	2	1	-18	-4
O=C(Nc1ccccc1)C1Cc2ccccc2CN1C(=O)c1ccco1 (stereo unspecified)
→ 0	-6	-9[20 µM]	-29	2	0	3	-8	-8
CCNC(=S)Nc1nc2c(cc1C(=O)OCC)CCCC2
→ -4	-2	-20	-9	5	0	2	4	-22

Reformatted as comma-separated lines: entries from further up.
SMILES,RBBP9 inh,Ba/F3 V617F tox,Furin inhibitor,NCF1 inh,EP2 antag,BaF3 tox,p97 inhibitor,PPC-1+TRAIL kill,TbHK1 inh
CCOC(=O)c1c(C)[nH]c(C)c1C(=O)COC(=O)CNC(=O)C1CCCCC1,1,-3,-29,-6,5,4,7,0,-7
CC(C)NC(=O)c1ccccc1NC(=O)CCS(=O)(=O)Cc1ccccc1,2,0,-27[20 µM],-13,5,6,0,12,-11
O=C(Cc1cccc2ccccc12)N/N=C/c1ccc(F)cc1,-10,-4,-18[20 µM],-3,9,-3,2,-7,-8

Continued:
Sequence of screens – RBBP9 inh	Ba/F3 V617F tox	Furin inhibitor	NCF1 inh	EP2 antag	BaF3 tox	p97 inhibitor	PPC-1+TRAIL kill	TbHK1 inh
COc1cc(OC)c(C2C(C(=O)Nc3ccc(C)cc3C)=C(C)Nc3ncnn32)cc1OC (stereo unspecified)
→ 3	-2	-12	-12	9	1	6	10	-2
COc1cccc(-c2nn(-c3ccccc3)cc2C(=O)O)c1
→ -9	-3	-22	-30	8	0	3	4	-2
Cc1ccccc1C(=O)NC1CC2CCC(C1)N2Cc1ccccc1 (stereo unspecified)
→ 0	-5	-23	-6	2	0	1	7	4
O=C1CCCCCN1Sc1ccccc1
→ -11	5	-16	-4	13	3	-5	-19	2
Cc1ccc(S(=O)(=O)NC(=O)c2ccc(Br)o2)c(C)c1
→ -12	-2	-11	2	2	1	5	-10	3
CSCCC(Nc1nc2ccccc2s1)C(=O)O (stereo unspecified)
→ -6	-3	-16	-23	10&16	0	-1	0	-5
O=C1CS/C(=N\N=C\c2ccccc2Cl)N1CC1CC1
→ -10	2	-14	-17	10	-2	-3	-7	-1
COc1cc2c(cc1OC)C(=O)Cc1ccc3c(c1CN(C)CC2)OCO3
→ 9	-4	-30	-4	12	-9	4	11	-2
O=C(c1ccccc1)N1CCN(C2C3CC4CC(C3)CC2C4)CC1 (stereo unspecified)
→ -2	3	-17[20 µM]	2	11	4	-4	0	-7
COc1ccc(C(=O)CNc2ccc(C)cc2C)cc1
→ -7	-1	-19	-11	9	-3	1	0	-6
Cc1ccc(CNC(=O)C23CN(Cc4ccccc4)CC2C(c2cccc([N+](=O)[O-])c2)=NO3)cc1 (stereo unspecified)
→ -9	1	5[20 µM]	-5	14	2	2	18	1
C=CCn1c(-c2ccc(F)cc2)n[nH]c1=S
→ 1	-3	-31	5	10	5	5	-4	-2
Clc1ccc(-c2ncc3ccccn23)cc1
→ -8	-2	-32	-12	8	8	5	nt	-12
CCCn1c(N)c(NCCN2CCOCC2)c(=O)[nH]c1=O
→ 5	-3	-14	1	5	-1	1	8	-3
CC(C)(C)NC(=O)Nc1ccc(F)c(Cl)c1
→ 2	-2	-29	7	5	7	-2	12	-3
Cc1ccc(NC(=O)c2ccc(NS(=O)(=O)c3c(C)noc3C)cc2)cc1C
→ 1	0	-13[20 µM]	4	18	2	1	26	-2
CC1(C)CC(=O)C(C=NCC2CCN(C(=S)Nc3cccc(Cl)c3)CC2)=C(O)C1
→ 2	1	-23	-6	3	8	2	18	-3
CCOC(=O)C1C(=O)Oc2ccc3ccccc3c2C1C1CCOC1=O (stereo unspecified)
→ -2	-5	-33	-4	4	1	1	20	-2
Cc1nn(-c2ncc(C(F)(F)F)cc2Cl)c(=O)n1-c1c(F)cccc1F
→ -4	-2	-19	-8	5	0	0	13	2
COCC(=O)n1nc(-c2ccc(C)cc2)nc1NCc1ccc(F)cc1
→ 3	0	-21	-9	10	-2	2	-8	0
COc1ccc2cc(CN(Cc3ccco3)C(=S)NCC3CCCO3)c(=O)[nH]c2c1 (stereo unspecified)
→ -7	-1	-16	-1	10	10	4	nt	-23
Clc1ccccc1Cc1noc(CN2CCN(Cc3ccccn3)CC2)n1
→ -4	-4	-27	-1	8	0	3	6	-3
CCn1c(Cc2ccccc2)nnc1SCC(=O)Nc1ccc(N)cc1
→ -1	0	-7[20 µM]	-3	4	3	4	30	-5
CN(C(=S)SCc1ccccc1)C1CCS(=O)(=O)C1 (stereo unspecified)
→ -1	0	-10	-10	9	3	1	2	-1

These rows are one share of the data; rates above refer to the full screens.
